# FLuc act counter: affects firefly luciferase, flagging false hits in luciferase stimulation screens. P08659. ATPlite luciferase biochemical, luminescence, 10 min; 0 = ATP-free wells, 1 = DMSO control. activation factor at 10 µM. 200,000 tested, under 10 active. AID 1027;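 active means luciferase activation factor, scaled between plate controls, of at least 2 with compound at 10 µM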
# Target sequence (P08659 whole entry, looked up): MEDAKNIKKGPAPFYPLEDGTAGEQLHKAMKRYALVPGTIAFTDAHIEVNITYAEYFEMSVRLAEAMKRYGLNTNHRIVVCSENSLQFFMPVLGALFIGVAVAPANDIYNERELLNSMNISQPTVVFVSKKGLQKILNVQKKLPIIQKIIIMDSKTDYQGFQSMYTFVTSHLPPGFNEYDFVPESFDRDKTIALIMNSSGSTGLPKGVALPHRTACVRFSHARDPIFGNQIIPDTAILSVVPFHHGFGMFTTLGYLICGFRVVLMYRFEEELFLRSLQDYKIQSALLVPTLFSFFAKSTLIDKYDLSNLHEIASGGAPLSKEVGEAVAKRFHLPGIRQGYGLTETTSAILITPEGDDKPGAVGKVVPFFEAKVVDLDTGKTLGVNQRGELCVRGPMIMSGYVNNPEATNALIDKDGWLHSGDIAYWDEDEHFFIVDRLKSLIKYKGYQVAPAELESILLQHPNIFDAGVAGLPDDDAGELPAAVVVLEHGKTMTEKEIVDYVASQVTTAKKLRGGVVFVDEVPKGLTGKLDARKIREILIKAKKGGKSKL
#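 System: Luciferase/luciferin detection reagent, cell-free biochemical luciferase assay | Medium: PBS buffer for ATP | Dosing: Test compounds dosed from 2 mM stocks in 100% DMSO | Timing: 10 min at ambient temperature | Signal: Luminescence measurement of luciferase light output | Evaluation: Luciferase activation, seen as luminescence increase over controls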
# FLuc inh counter: inhibits firefly luciferase, flagging false hits in luciferase inhibition screens; inhibition, % at 10 µM; hit rate 1.5% among 200,000; AID 1006; P08659; ATPLite firefly luciferase biochemical luminescence, 10 min;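 active means inhibition above about 50% when tested at 10 µM, limit read from the data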
# Hsp70 act: Hsp70 transcriptional activation, primary screen; HeLa Hsp70 promoter luciferase reporter, luminescence; scaled: vehicle 0, proteasome-inhibitor control 100%; hit rate 0.04% among 200,000; activation, % at 10 µM;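 active means activation above the mean across all tested compounds plus 3 SD, cutoff set per campaign, cut at about 5.5% in these data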;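 further: 100% = MG132 at 30 µM as the positive control and 0% = DMSO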
# APP 5UTR inh: APP translation inhibition; SH-SY5Y APP 5'UTR-luciferase reporter, luminescence; inhibition, % at 2 µM; hit rate 0.82% among 190,000;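 active means inhibition above a set limit, derived from the sample mean plus 3 SD, cut at about 45% in these data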; further: values of inactives mirror those of a sister screen read the other way
# APP 5'UTR act: activates APP 5'UTR luciferase reporter | SH-SY5Y APP 5'UTR luciferase reporter, luminescence; zero percent = DMSO vehicle wells | activation, % at 2 µM | hit rate 1% among 190,000 | AID 1276;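 active means activation above a set limit, based on mean plus 3 SD of controls, cut at about 140% in these data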; further: values of inactives mirror those of a sister screen read the other way
# NF-kB expr up: raises NF-kB expression in human neuronal cells; NF-kB reporter expression; active compounds read high; fold change at 12.5 µM; hit rate 1.6% among 190,000; in the data active means fold change above about 3.3
# STAT1 act: activators of IFN-gamma induced STAT1 signaling; NIH 3T3 STAT1-luciferase reporter, luminescence; 100% = IFN-gamma alone, no compound; activation (% of control), % at 5.5 µM; hit rate 2.6% among 200,000; AID 932;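 active means activation above the screen-wide mean activation plus 3 SD, cut at about 130% in these data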;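 further: raw ratio to IFN-gamma control signal so 100% means no change and 0% no light; values of inactives mirror those of a sister screen read the other way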
# HMGR II inh: blocks class II HMG-CoA reductase of Enterococcus faecalis | AID 1066 | inhibition, % at 10 µM | purified E. faecalis HMGR, NADPH absorbance 340 nm kinetic | hit rate 0.41% among 190,000;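 active means inhibition above a set limit, the median over all tested compounds plus 3 SD, cut at about 9.5% in these data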;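 further: enzyme runs in reverse so mevalonate oxidation gives rising NADPH absorbance; 0% = complete reaction with DMSO and 100% = background rate lacking mevalonate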
# Redox H2O2 prof: compounds producing H2O2 with reducing agent – biochemical, NIH compound library profiling, artefact control for MLSCN library redox annotation, primary screen; activation, % at 10 µM; hit rate 0.03% among 200,000; DTT-dependent redox cycling H2O2, phenol red/HRP absorbance; 100% = 100 µM peroxide control, 0% = buffer;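 active means activation of at least 50% relative to the plate's high and low controls in the primary single-dose screen; inactive means activation below 50%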;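 further: compound incubated with DTT at 0.8 mM final as the reducing agent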
# G6PDH CS: L. mesenteroides G6PDH inhibition counter-screen; hit rate 0.12% among 200,000; inhibition, % at 5 µM; AID 1020; Purified L. mesenteroides G6PDH, diaphorase/resazurin coupled fluorescence, 45 min; in the data active means inhibition above about 50%
# * = called active by the depositor; x = not tested or not shown.
SMILES,FLuc act counter,FLuc inh counter,Hsp70 act,APP 5UTR inh,APP 5'UTR act,NF-kB expr up,STAT1 act,HMGR II inh,Redox H2O2 prof,G6PDH CS
COc1ccccc1N1C(=O)c2ccccc2NC1c1ccncc1 (configuration not stated),1,-3.5,-0.2,-19.6,19.6,1.15,93.2,-1.6,2.3,-20.0
O=C(Nc1nc2cc3c(cc2s1)OCCO3)c1cccc(N2C(=O)CCC2=O)c1,0.2,80.6*,0.1,-5.6,5.6,1.28,110.5,-1.4,0.1,2.8
Cc1ccc(C(=O)Nc2ccc(Cc3ccncc3)cc2)cc1[N+](=O)[O-],1.1,-8.2,-0.3,3.8,-3.8,0.57,98.8,-4.9,-8.1,6.8
COc1ccc(CN2C(=O)C(O)(CC(=O)c3ccc4c(c3)OCO4)c3ccccc32)cc1OC (configuration not stated),1.1,-7.8,-0.3,-6.0,6.0,0.62,102.1,-0.5,0.1,16.8
O=C(CS(=O)(=O)Cc1ccccc1)Nc1ncccn1,1,-1.6,-0.4,-4.1,4.1,1.08,100.9,-3.3,4.9,5.5
COc1ccc(C(NC(=O)CNC(C)=O)C(=O)Nc2ccc(C(C)C)cc2)cc1 (configuration not stated),1.1,-7.6,-0.1,-1.4,1.4,1.03,105.1,-4.6,-4.2,-1.7
O=C(COc1ccccc1)NCc1ccc(-n2cccc2)cc1,1.1,-5.8,-0.1,10.2,-10.2,1.31,97.3,-1.3,0.2,9.5
Cc1cccc(C)c1NC(=O)COC(=O)c1ccccc1Nc1ccccc1,1,-0.7,-0.3,-10.9,10.9,0.98,106.9,-2.5,-0.2,-5.9
C#CCSc1nc2ccccc2n1C(=O)c1ccc(S(=O)(=O)N2CCCCC2)cc1,1.1,-7.1,-0.1,1.9,-1.9,0.91,95.5,-8.8,-0.3,-13.1
COc1ccccc1N(CC(=O)Nc1ccccc1C(=O)NCC(C)C)S(C)(=O)=O,1.1,-8.4,0.1,3.3,-3.3,0.88,98.8,0.2,1.3,3.7
COCCCC1CCN(Cc2cn[nH]c2-c2cc(OC)c(OC)c(OC)c2)CC1,1.1,-6.5,-0.1,0.9,-0.9,1.85,104.5,-0.1,-3.6,2.6
O=C(CCl)Nc1ccc(Oc2cnc3ccccc3n2)cc1,1,-4.9,-0.4,22.5,-22.5,1.42,108.4,-2.9,-8.3,-2.2
CCC(=O)Nc1ccc2c(c1)nc(CN1CCN(C(C)=O)CC1)n2C,1.1,-7.4,-0.5,1.6,-1.6,1,98.0,-1.4,-14.7,11.4
Cc1cc([N+](=O)[O-])cc2c1NC(=O)C2(O)N1CCOCC1 (configuration not stated),0.9,5.3,0.3,-12.3,12.3,1.2,96.6,-2.9,-1.0,7.1
COC(=O)c1c(-c2cccs2)csc1NC(=O)c1cccnc1,1,3.7,0.5,-6.5,6.5,1.49,124.0,-2.1,0.3,8.1
Cc1ccc(-c2nnc(Nc3ccc(C(N)=O)cc3)c3ccccc23)cc1S(=O)(=O)NCC1CCCO1 (configuration not stated),1.1,-6.9,-0.2,3.4,-3.4,0.44,95.5,2.2,0.2,-44.0
O=C(Nc1nc2ccccc2s1)C1CC(=O)N(c2ccc(Cl)cc2)C1 (configuration not stated),1,-3.3,0.0,6.3,-6.3,0.97,93.2,1.5,-0.2,-3.7
COc1cc(/C=C2/C(C)=C(C#N)c3nc(N)c(C#N)c(C)c32)ccc1OCC(=O)O,1.1,-8.6,0.1,4.6,-4.6,1.09,103.5,-6.0,0.6,26.7
CCn1cnc2scc(-c3ccc(C)c(C)c3)c2c1=O,1,-3.0,-0.1,2.9,-2.9,0.8,95.9,3.3,-0.1,3.6
O=S(=O)(NCc1cn2ccsc2n1)c1ccc2c(c1)OCCO2,1.1,-6.1,0.3,-9.9,9.9,0.96,94.8,4.8,1.8,-11.9
O=C(CSc1nccc(=O)[nH]1)c1ccccc1Br,1,-2.4,-0.1,-12.9,12.9,1.27,104.5,-4.1,0.1,11.6
OCC1(CCc2ccccc2)CCN(Cc2ccc(OC(F)F)cc2)CC1,0.9,6.2,0.3,-15.2,15.2,x,94.4,1.8,-0.4,8.3
O=C(NCCCN1CCOCC1)/C(=C/c1ccc(F)cc1)NC(=O)c1ccccc1,1.1,-7.0,-0.1,-24.1,24.1,1.11,102.5,-1.0,-0.8,1.4
COc1ccccc1C1C(C#N)=C(N)Oc2cc(C)n(Cc3ccccn3)c(=O)c21 (configuration not stated),1,-2.8,-0.2,19.0,-19.0,1.25,101.9,-12.2,0.5,15.5
COc1ccccc1N(CC(=O)N/N=C/c1ccc(SC)cc1)S(C)(=O)=O,1,-3.5,-0.3,10.7,-10.7,1.2,92.5,-0.8,-0.8,2.8
CC(C)N(C(=O)CSc1nnc(CSc2ncccn2)n1C)C(C)C,1.1,-8.8,-0.1,-11.3,11.3,0.94,101.7,1.5,-0.9,7.2
O=[N+]([O-])c1ccc(N/N=C/c2ccccc2)c(F)c1,1,-3.5,0.0,-33.0,33.0,2.31,145.3*,-5.6,0.9,3.1
Cc1ccc(O)c(C2=NOC(O)(C(F)(F)C(F)F)C2)c1 (configuration not stated),1,-2.4,-0.1,2.6,-2.6,1.15,100.2,1.3,0.0,12.5
CC1CC(=O)N(CC(=O)N2CCCC2)c2ccccc2S1 (configuration not stated),1.1,-6.3,0.0,12.8,-12.8,0.93,87.2,3.1,0.3,0.6
CCOC(=O)c1cc2c(=O)n3ccccc3nc2n(CCCOC)c1=NC(C)=O,1,-2.5,-0.3,-0.1,0.1,1.03,97.5,-0.4,2.3,6.1
COC(=O)Cn1c2ccc(F)cc2c2nc(C)sc21,1,-4.8,0.1,-1.4,1.4,0.86,91.3,-1.6,-0.8,4.2
Cc1ccc2nc(-c3cccc(Br)c3)cc(C(=O)Nn3cnnc3)c2c1,0.2,78.1*,-0.4,-28.5,28.5,2.3,115.8,-2.3,-0.7,7.3
Cc1cc2c(c(=O)o1)C(Cc1ccccc1)C(C#N)=C(N)O2 (configuration not stated),1,-4.9,-0.3,-5.2,5.2,1.07,108.0,-7.5,0.1,4.7
CCn1c(=O)c2c(nc3n2CCN3c2ccccc2)n(C)c1=O,1,1.7,0.0,-6.7,6.7,1.11,106.6,-3.9,-0.4,-3.2
Cc1ccc(NC(=O)CNC(=O)OCc2ccccc2)cc1C,1,-0.4,-0.2,-10.2,10.2,1.24,95.5,1.8,-0.1,7.9
CCOC(=O)c1sc(NC(=S)NC(=O)C2CC2)cc1C,1,-0.3,-0.5,11.9,-11.9,1.31,109.0,0.8,0.4,-1.8
CCN(CC)c1c2c(c(C#N)c3nc4ccccc4n13)CCC2,1,-3.1,-0.2,32.3,-32.3,1.17,104.2,5.6,-0.2,-0.1
CC1(C)CC(NC(=O)C(Cl)(Cl)Cl)CC(C)(C)N1,1.1,-5.1,-0.1,-4.0,4.0,0.92,105.6,-0.5,-0.1,2.1
CCN1CCc2c(C#N)c(N3CCCCC3)nc(N3CCOCC3)c2C1,1,-1.0,-0.1,-3.8,3.8,1.18,99.4,-8.8,-0.3,2.0
Cc1ccc(NC(=O)CSc2nnc(COc3ccccc3C)o2)cc1,1.1,-8.6,-0.1,9.7,-9.7,0.88,102.7,1.0,-0.1,14.3
O=C(N/C(=C\c1ccc([N+](=O)[O-])cc1)C(=O)N1CCCCC1)c1ccccc1Br,1.1,-10.9,0.0,-11.1,11.1,1.22,95.3,-1.5,-0.3,1.9
O=C(c1cc(C(=O)c2ccco2)cc(C(=O)c2ccco2)c1)c1ccco1,1,-4.2,0.1,15.8,-15.8,1.16,96.4,-5.9,-0.5,15.7
CC(=O)N1Cc2ccccc2C(C)CC12CCCC2 (configuration not stated),1.1,-8.9,-0.3,1.1,-1.1,1.23,98.4,-2.4,-0.1,9.6
Cc1ccc(C)n1-c1ccc2c(c1)COC2=O,1.1,-9.8,0.4,9.2,-9.2,0.98,100.4,-5.2,-5.2,5.6
Cc1c(NS(=O)(=O)c2ccc3nc(COc4ccccc4Cl)[nH]c3c2)c(=O)n(-c2ccccc2)n1C,1,-1.5,-0.4,-13.1,13.1,1,105.4,2.0,0.1,5.1

# Quoted at random: 2 records from the list, in no set order.
SMILES,FLuc act counter,FLuc inh counter,Hsp70 act,APP 5UTR inh,APP 5'UTR act,NF-kB expr up,STAT1 act,HMGR II inh,Redox H2O2 prof,G6PDH CS
O=C(CSc1nccc(=O)[nH]1)c1ccccc1Br,1,-2.4,-0.1,-12.9,12.9,1.27,104.5,-4.1,0.1,11.6
CCn1cnc2scc(-c3ccc(C)c(C)c3)c2c1=O,1,-3.0,-0.1,2.9,-2.9,0.8,95.9,3.3,-0.1,3.6

# Continuation.
SMILES,FLuc act counter,FLuc inh counter,Hsp70 act,APP 5UTR inh,APP 5'UTR act,NF-kB expr up,STAT1 act,HMGR II inh,Redox H2O2 prof,G6PDH CS
COc1ccc(CN(Cc2cccnc2)C(=S)NCCc2ccccc2)cc1OC,1,-1.6,-0.4,-14.6,14.6,0.55,74.4,-4.2,1.3,2.3
CCOC(=O)c1cc2sc(C)cc2n1CC(=O)N1CCOCC1,1,-1.0,0.1,0.2,-0.2,1.09,98.2,0.8,0.8,2.0
Cc1ccccc1Cn1c(=O)n(Cc2ccco2)c(=O)c2ccccc21,1.1,-6.5,-0.4,-5.1,5.1,0.81,86.2,0.3,0.3,-0.8
Cc1ccc(S(=O)(=O)Nc2cnn(-c3ccccc3)c(=O)c2Cl)cc1,1,0.7,-0.1,-19.5,19.5,1.14,82.6,-1.6,-0.1,12.7
Cn1c(-c2ccc[nH]c2=O)nc2cc(Cl)ccc21,1,0.6,-0.3,2.8,-2.8,1.37,94.5,2.1,1.9,7.9
Cc1cc(C)cc(NC(=O)COC(=O)CCCNC(=O)c2ccc(Cl)cc2)c1,0.9,11.8,-0.4,-8.3,8.3,0.84,105.0,-1.1,0.3,0.6
O=C(NC1=NCCS1)c1sc2cc(F)ccc2c1Cl,0.5,46.9,-0.3,-86.2,86.2,4.81*,171.9*,-3.1,0.3,-25.5
O=c1cc(N2CCCCCC2)[nH]c(=O)n1-c1ccc(Cl)cc1,1,-0.3,0.1,-16.4,16.4,1.41,102.5,-3.4,-0.2,6.3
Cn1c(SCc2nc(-c3ccc(Cl)cc3)no2)nnc1-c1ccco1,1.1,-7.4,-0.3,12.4,-12.4,0.93,101.5,3.3,-0.8,6.6
C=CCn1c(NCCc2ccccc2)nc2c1c(=O)n(C)c(=O)n2C,1.1,-5.0,-0.4,-0.8,0.8,0.4,78.3,-3.7,2.2,8.7
COc1ccc(-n2nc3c(c2NC(=O)c2ccc(N4C(=O)CCC4=O)cc2)CSC3)cc1,1,4.8,-0.3,25.0,-25.0,1.2,96.7,-5.3,-0.7,12.0
COc1ccc(CNCc2cc3c(C(C)(C)C)nn(-c4ccccc4)c3[nH]c2=O)cc1,1,-1.0,-0.4,-0.4,0.4,1.1,98.7,-4.6,0.3,0.5
Cc1occc1C(=O)Nc1ccc2c(c1)OCO2,0.8,20.8,0.1,-48.7,48.7,1.01,124.1,1.1,-0.6,1.4
Cc1cc(C)c2c(CC(=O)O)coc2c1,1,0.1,-0.2,-0.3,0.3,1.04,103.9,0.2,-2.2,3.4
CC(=O)C1=C(c2ccccc2)NC(=O)NC1c1ccc(O)c(O)c1 (configuration not stated),1,-1.3,-0.5,4.9,-4.9,1.04,96.9,-6.0,0.1,40.2
CC(=O)c1ccc(NC(=S)NNC(=O)c2ccccc2[N+](=O)[O-])cc1,1,0.6,-0.2,0.0,0.0,1.04,97.1,0.6,-0.3,-2.8
